# PRMT1 inh = PRMT1 (human) inhibition, primary screen | recombinant PRMT1, activity-based probe fluorescence polarization | Q99873 | 1.3% of 370,000 active | inhibition, % at 2.79 µM;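 active = inhibition above about 21% made by adding two undisclosed values, limit read from the data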
# ABHD4 inh = ABHD4 (mouse) inhibition, primary FP screen; Q8VD66; purified mABHD4, FP-Rh probe fluorescence polarization; inhibition, % at 8.92 µM; 0.54% of 370,000 active; AID 720543;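 active = inhibition exceeding the mean over every tested compound plus 3 SD, cut at about 30% in these data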;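 note: 0% = plate median of compound wells and 100% = S159A mutant with DMSO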
#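 Assay system: mABHD4 protein; medium: HEPES pH 7.0, NaCl, Pluronic buffer; dosing: 8.92 µM, single dose; schedule: 45 min + 60 min at 25 °C; signal: FP readout, ex 525 nm / em 598 nm; read-out: normalized percent inhibition of probe labeling; repeats: single replicate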
# TCR-CD3 inh = blocks the human TCR-CD3 interaction | 0.37% of 360,000 active | inhibition, % at 9.4 µM | TAMRA-labeled TCR probe fluorescence, biochemical; in the data active = inhibition above about 19%;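 note: recombinant mutant TCR 2C K166C tagged with TAMRA read by polarization; 0% = receptor in buffer alone and 100% = receptor with positive control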
# MBD2 DNA inh = inhibitors of human MBD2 binding to methylated oligonucleotide | TR-FRET | inhibition, % at 4.4 µM | 0.31% of 370,000 active | AID 686964; in the data active = inhibition above about 13%
# HTRA1 inhibitor = HTRA1 (human) protease inhibition; Q92743; recombinant HTRA1, FP-rhodamine activity-based probe, fluorescence polarization; inhibition, % at 5.96 µM; 0.5% of 340,000 active; AID 504803; in the data active = inhibition above about 36%;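 note: 0% = enzyme with DMSO and 100% = wells lacking enzyme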
# SIAE primary = inhibitors of human sialic acid acetylesterase SIAE | inhibition, % at 9.66 µM | Q9HAT2 | 0.69% of 370,000 active | SIAE FP-Rh probe binding, fluorescence polarization | AID 1053197;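 active = inhibition above a cutoff: mean of compounds within the control limits plus 3 SD of those, cut at about 17% in these data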;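 note: 0% = plate median of compound wells and 100% = probe without SIAE protein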
# rCAG binder = binds r(CAG) RNA repeats | r(CAG) RNA repeat, TO-PRO-1 dye displacement fluorescence | inhibition, % at 3 µM | 1.3% of 370,000 active | AID 651821;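 active = inhibition above the plate cutoff, the mean of all test compounds on that plate plus 3 SD, cut at about 35% in these data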;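 note: 0% = DMSO alone and 100% = 100 µM mitoxantrone as full dye displacement; higher means more dye released from RNA so lower well fluorescence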
# TDP2 inh = TDP2 (human) inhibition, absorbance primary screen | O95551 | recombinant TDP2, T5PNP hydrolysis, p-nitrophenol absorbance 415 nm | inhibition, % at 12.8 µM | 0.34% of 370,000 active;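 active = inhibition above the mean of all tested compounds plus 3 SD, set per campaign, cut at about 25% in these data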;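 note: 0% = DMSO with enzyme and 100% = buffer with substrate but no TDP2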
#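 System – recombinant human TDP2 · Quantity – TDP2 enzyme at 120 nM final · Doses – single concentration, 12.8 µM nominal, with 1% DMSO · Incubation – 2 h at 37 °C · Measured by – epi absorbance of p-nitrophenol freed from T5PNP by hydrolysis · Read-out – % inhibition relative to enzyme-containing and enzyme-free wells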
# GC-B act = GC-B (human) receptor activation; P20594; HEK293-GC-B cells, CNP EC30, cGMP TR-FRET; 0% at EC30 CNP, 100% saturating CNP; activation, % at 10 µM; 0.11% of 370,000 active; AID 1920062;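 active = activation at 10 µM reaching about 35% in either raw or pattern-adjusted values, limit read from the data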
# Target sequence (P20594 whole entry, looked up): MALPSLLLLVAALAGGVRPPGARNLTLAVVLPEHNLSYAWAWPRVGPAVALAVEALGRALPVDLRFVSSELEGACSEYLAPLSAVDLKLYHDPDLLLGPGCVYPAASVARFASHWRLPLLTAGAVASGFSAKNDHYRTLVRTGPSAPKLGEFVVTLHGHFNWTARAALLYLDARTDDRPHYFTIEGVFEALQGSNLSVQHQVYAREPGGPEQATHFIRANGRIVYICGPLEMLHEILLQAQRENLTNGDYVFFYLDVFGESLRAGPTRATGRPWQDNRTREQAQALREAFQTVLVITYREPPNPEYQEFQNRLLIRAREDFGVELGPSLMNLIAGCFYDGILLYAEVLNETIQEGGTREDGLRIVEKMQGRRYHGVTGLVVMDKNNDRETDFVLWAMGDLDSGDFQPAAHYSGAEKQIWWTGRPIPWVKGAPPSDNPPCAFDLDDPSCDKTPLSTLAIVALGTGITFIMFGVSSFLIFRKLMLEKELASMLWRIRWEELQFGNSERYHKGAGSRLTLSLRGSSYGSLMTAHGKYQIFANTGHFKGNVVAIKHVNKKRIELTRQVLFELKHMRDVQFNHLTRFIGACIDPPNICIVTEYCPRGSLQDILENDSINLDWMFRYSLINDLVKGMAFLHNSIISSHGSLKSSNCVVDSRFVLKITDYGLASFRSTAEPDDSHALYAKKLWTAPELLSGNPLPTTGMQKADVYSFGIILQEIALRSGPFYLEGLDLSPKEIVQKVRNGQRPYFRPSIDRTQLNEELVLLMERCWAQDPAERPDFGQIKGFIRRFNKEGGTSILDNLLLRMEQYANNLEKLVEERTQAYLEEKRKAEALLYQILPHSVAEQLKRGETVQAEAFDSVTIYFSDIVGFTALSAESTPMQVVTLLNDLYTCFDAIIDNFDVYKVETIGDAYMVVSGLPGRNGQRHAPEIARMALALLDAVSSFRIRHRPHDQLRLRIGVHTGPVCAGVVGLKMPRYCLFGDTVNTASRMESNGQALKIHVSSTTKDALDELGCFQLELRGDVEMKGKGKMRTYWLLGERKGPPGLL
# LEDGF integ inh = blocks HIV-1 LEDGF/p75-dependent DNA integration. inhibition, % at 3.7 µM. 0.64% of 370,000 active. TR-FRET IN-LEDGF/p75 DNA integration, Eu/Cy5;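 active = inhibition above the screen-wide mean plus 3 SD, cut at about 13% in these data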;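 note: signal is the Cy5 over europium emission ratio at 671 and 618 nm; 0% = plate median of compound wells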
# Starred values were filed as active, the others as inactive; / = no result given. A portion of the library. The share of hits here may be higher or lower than overall.
SMILES,PRMT1 inh,ABHD4 inh,TCR-CD3 inh,MBD2 DNA inh,HTRA1 inhibitor,SIAE primary,rCAG binder,TDP2 inh,GC-B act,LEDGF integ inh
CCCOC1CCCN(C(=O)c2cc(Cl)c(Cl)cc2C(=O)O)C1 (centres undefined),-2,-12,-7,3,10,-2,3,-12,2,-2
CC(C)(C)C(=O)CSc1nc2ccccc2o1,-2,-4,2,3,-4,-2,0,-7,4,-2
O=C(C=Cc1ccccc1)c1c[nH]c2ccccc2c1=O,2,-21,4,-1,-12,-49,5,9,-2,-1
Cc1ccc2c(c1)cc1c(=O)n(CC(=O)NCCCc3ccccc3)nc(C)n12,-6,5,5,1,5,4,2,5,0,2
c1ccc(CCCCN2CCN=C2Nc2ccccc2)cc1,2,5,0,2,5,0,1,9,-6,0
CC1CCCC(NC(=O)COC(=O)COc2ccc(C#N)cc2)C1C (centres undefined),10,-16,6,2,9,-4,0,-4,-1,2
CN(CCN1CCOCC1)Cc1nc(-c2cccs2)no1,-2,3,5,-3,5,10,-2,5,2,1
CCOC(=O)[C@]12CCC=C1N(Cc1ccccc1)C(=O)[C@H](CC(=O)NCc1ccccc1)C2,0,-7,0,4,/,2,0,-14,1,6
N#CC(=C1C=CC(=NO)C(Cl)=C1)c1ccc(Cl)cc1,4,5,2,2,-4,-8,15,4,3,0
COc1ccccc1C(=O)NCC(=O)N/N=C(\C)Cc1ccccc1,2,-3,3,0,0,1,-3,21,1,-2

# Look-ups from the list.
# `CC(C)(C)C(=O)CSc1nc2ccccc2o1` | GC-B act = 4
# `CN(CCN1CCOCC1)Cc1nc(-c2cccs2)no1` | rCAG binder = -2
# `CC1CCCC(NC(=O)COC(=O)COc2ccc(C#N)cc2)C1C` (centres undefined) | rCAG binder = 0

# Continued:
SMILES,PRMT1 inh,ABHD4 inh,TCR-CD3 inh,MBD2 DNA inh,HTRA1 inhibitor,SIAE primary,rCAG binder,TDP2 inh,GC-B act,LEDGF integ inh
COC(CNC(=O)c1ccc(CS(=O)(=O)c2c(Cl)cccc2Cl)o1)OC,2,7,5,-7,3,2,-4,4,5,-1
CCOC(=O)CC[C@H]1CC[C@]2(CCCN(Cc3ccccc3)C2)O1,5,-8,/,7,/,0,1,-6,-9,-1
Cc1ccc(S(=O)(=O)N2CCN(Cc3nc4sc5c(c4c(=O)[nH]3)CCCC5)CC2)cc1,1,-10,-6,11,-19,3,10,-1,-8,-5
Cc1ccc(NC(=O)COc2coc(CN3CCc4ccccc4C3)cc2=O)cc1Cl,2,-5,1,-1,-9,-14,4,-10,0,-2
COc1cc2c(cc1OC)CN(c1nc(CN3CCOCC3)nc3sc4c(c13)CCC(C)C4)CC2 (centres undefined),4,3,-6,1,-22,-4,9,3,14,-4
COc1ccc(C2CC(C)=C(C#N)S(=O)(=O)C2C#N)cc1 (centres undefined),2,-8,-4,-4,-11,-1,28,5,-5,-5
CCCN(CC(=O)Nc1ccccc1OC)C(=O)c1ccc2c(c1)NC(=O)C(C)S2 (centres undefined),9,0,0,4,-7,4,3,2,-3,-4
Cc1onc(-c2c(Cl)cccc2Cl)c1C(=O)Nc1nccs1,2,1,1,-4,-6,2,1,19,3,2
Cn1c(NC(=O)c2ccccc2)c(-c2ccccn2)c(=O)c2ccccc21,2,11,-3,-3,-3,7,-2,-1,2,-1
CCOC(=O)C1CCN(C(=O)COC(=O)c2ccccc2C(=O)c2ccc(Cl)cc2)CC1,-3,-4,-1,-2,-1,1,-6,-13,0,0
CC(NC(=O)C1CCN(C(=O)Nc2ccccc2)CC1)c1ccccc1Cl (centres undefined),-2,-3,-3,1,4,4,1,-6,-2,8
Cc1ccc(S(=O)(=O)N2CCCC2)cc1C(=O)N1CCN(Cc2ccccc2)CC1,-2,-7,6,2,4,5,-1,-2,6,22*
CC(C)(C)c1nn(-c2ccccc2)c2[nH]c(=O)c(CNc3ccc4c(c3)OCCO4)cc12,3,3,-3,-8,8,-4,27,-5,-1,2
COc1ccc(CN2CCNC(=O)C2CC(=O)NCc2cn[nH]c2-c2ccccc2)c(F)c1 (centres undefined),0,-3,-4,2,-2,-7,6,19,-4,1
COc1cc(C#N)c(NC(=O)CN2CCC(C(N)=O)CC2)cc1OC,4,-2,-2,2,5,-1,0,-1,4,3
Cc1ccc(NC(=O)CCC(=O)N/N=C/c2ccco2)c(C)c1,-3,4,3,-7,3,1,0,-2,4,-2
N#CCC(=O)N/N=C/c1cccc(Oc2ccccc2)c1,1,-13,-2,-7,-3,2,6,1,-2,2
O=C(NNC(=O)C(O)c1ccccc1)NC1CCCCC1 (centres undefined),-2,2,2,0,4,-5,1,-5,2,4
CCC1(c2ccccc2)NC(=O)N(CC(=O)Nc2nnc(C3CC3)s2)C1=O (centres undefined),-3,-6,0,1,4,6,-1,3,0,1
COc1ccc(C(C)=O)cc1Cn1c(=O)cc(C)[nH]c1=O,-1,7,8,2,1,0,0,-8,5,0
COc1ccc(CCNc2cc(C)nc3c(-c4ccc(Cl)cc4)cnn23)cc1OC,2,-4,1,2,-2,16,6,-2,1,9
CCn1c(SCC(=O)N2CCOCC2)nc(O)cc1=O,3,1,0,0,-3,1,33,-11,0,-3
Cc1cc(C)c(C(=O)COC(=O)CCn2c(C)csc2=O)cc1C,-2,4,-4,4,-8,3,-2,-5,-1,-3
Cc1ccc(S(=O)(=O)N2CCN(C(=O)COC(=O)Cc3ccc(F)cc3)CC2)c(C)c1,0,-1,0,-4,-7,1,-7,4,2,1
CCN1C(=O)N[C@@H](c2cccc(F)c2)C(C(=O)OC)=C1C,0,2,1,-3,-9,0,-4,3,6,2
COc1ccc(/C=C(\NC(=O)c2ccc([N+](=O)[O-])cc2)C(=O)NCCN2CCOCC2)cc1,-2,-1,2,-4,4,-5,-1,-6,-6,2
CN1C(=O)c2cccc3c(S(=O)(=O)NCc4ccco4)ccc1c23,22*,3,-7,-5,-3,5,4,4,-7,-1
COc1ccc(OC)c2c1CCC1(C2)NC(=O)NC1=O (centres undefined),2,5,-14,-2,/,4,2,-3,2,1
CCC(CC)C(=O)Nc1cc(C)c2c(=O)oc3ccccc3c2n1,-11,-1,4,0,-17,-7,5,-5,5,2
Cc1ccc2nc(=O)c(NNc3ccccc3)cnc2c1,6,7,-7,0,-8,4,3,-12,-3,-2
Cc1ccc(-n2nnnc2CNC(=O)c2ccc3c(c2)OCO3)cc1C,-1,-8,4,4,5,-4,-2,10,0,2
CNc1cncc(-c2ccc(CN3CCOCC3)cc2)n1,13,-5,-9,7,/,-2,0,-5,4,3
N#Cc1cc(C#N)c(SCC(=O)N2CC(=O)Nc3ccccc32)nc1N,16,9,4,-3,10,-4,14,7,0,0
Cc1ccc(Cn2ccc(NC(=O)c3c(-c4ccccc4Cl)noc3C)n2)cc1,1,-10,-8,-3,-16,1,1,-3,7,-2
Cc1cc(C(=O)N2CCc3ccccc3C2)n[nH]1,0,-3,0,-7,5,4,-5,2,0,-1
CCOC(=O)[C@@]12CCCC3=C1N(CCC3)C(=O)[C@H]2CC(=O)NCC1CCCCC1,2,0,/,5,/,-4,1,5,-6,-2
O=C1CCC(=O)N1CCSC(=S)N1CCOCC1,-2,-5,-4,-2,4,-6,2,-3,2,1
CCOc1ccccc1NC(=O)c1ccc(S(=O)(=O)N2CCCCC2)cc1,-2,-4,6,2,-12,-5,-2,12,2,-2
COc1ccc(OC)c(CN2CCN(CCc3ccccc3)C(CCO)C2)c1 (centres undefined),-5,-1,-2,-2,-4,0,-5,-11,-5,3
COc1cccc(C(=O)NNS(=O)(=O)c2ccccc2)c1,-3,-5,-12,0,2,0,1,-10,4,3
C[C@@H](C(=O)NCc1ccccn1)[C@@H]1C[C@@]1(C)[C@@H](NC(=O)OCc1ccccc1)c1ccccc1,-1,-2,2,-6,-8,1,-7,-7,3,-1
NC(=O)c1cc(NC(=O)CCc2nc3ccccc3s2)cc(C(N)=O)c1,0,-1,5,3,3,-1,0,-10,-6,5
CCOC(=O)[C@@H]1[C@H]2COc3ccccc3[C@@H]2N2C(=O)N(c3ccc(C(F)(F)F)cc3)C(=O)[C@]12C,3,-4,-3,3,-5,-2,0,8,-4,-1
COc1ccc(C(=O)Oc2ccc(C(C)=O)cc2)c(OC)c1,-1,-17,-1,7,-3,-8,-1,-9,-2,-3
Cc1cc(NCc2ccco2)nc2cc(O)ccc12,-1,3,-1,-4,1,7,3,4,-4,-2
Cc1ccc(CNC(=O)Cn2cccc2C(=O)c2ccccc2C)cc1,-1,-2,4,-2,-6,-1,-4,-3,-1,-2
O=C(COC(=O)c1ccc2c(c1)C(=O)N(CCc1ccccc1)C2=O)Nc1ccc(OC(F)F)cc1,-4,1,10,-5,1,-1,1,1,-5,4
N#CCSc1nnc(SCC#N)s1,6,11,6,-1,3,0,4,24,-5,2
COc1ccc(C(=O)NCc2ccc(-c3nc4ccccc4s3)cc2)cc1,-1,-5,3,-4,-9,-12,3,-3,-5,-6
CCCn1nc(C(=O)Nc2nc(-c3ccccn3)cs2)c2ccccc2c1=O,5,-13,-7,8,-1,-5,13,0,4,-1
# Further results:
SMILES,PRMT1 inh,ABHD4 inh,TCR-CD3 inh,MBD2 DNA inh,HTRA1 inhibitor,SIAE primary,rCAG binder,TDP2 inh,GC-B act,LEDGF integ inh
C/C(=N\Nc1nccnc1Cl)c1ccc([N+](=O)[O-])cc1,1,-4,-9,-4,-3,-1,2,-17,-3,1
CCOC(=O)C1=C(C)Nc2[nH]c(=O)[nH]c(=O)c2C1c1cccs1 (centres undefined),0,-3,-1,1,3,0,0,-1,9,-4
CN(CC(=O)Nc1cccc(F)c1)C(=O)c1cc(-c2ccccc2)nc2ccccc12,-2,-12,6,-1,-50,-7,10,-4,2,4
CC(=O)N1CC(C)Sc2ccc(S(=O)(=O)NCCc3cccc(C)c3)cc21 (centres undefined),-4,-7,6,6,-10,-4,-3,-3,-2,0
COc1ccc(S(=O)(=O)N2CCCCC2)cc1NC(=O)c1cc([N+](=O)[O-])ccc1N1CCOCC1,2,-1,-6,2,-5,6,3,-7,2,-7
COc1ccc(CCN(C)C(=O)CN2C(=O)c3ccccc3S2(=O)=O)cc1OC,-2,-11,-9,-3,3,-9,1,-13,1,3
COc1ccc(Cl)cc1N1C(=O)C2CCCN2C1c1ccc(F)c(F)c1 (centres undefined),-5,1,5,-4,0,4,-2,5,-16,4
COCCN1Cc2cccc(C(=O)Nc3ccc(-c4nc5ccccc5[nH]4)cc3)c2C1=O,-5,3,-5,-4,-4,-7,0,-5,-2,-4
COc1ccccc1CCNC(=O)C(=O)NCC1OCCN1S(=O)(=O)c1ccc(Br)cc1 (centres undefined),-2,1,-7,4,4,5,4,2,3,0
COC(=O)[C@]12C[C@H](CC(=O)NCCC(C)C)C(=O)N(Cc3ccccc3)C1=C[C@H](C1CCCC1)O[C@@H]2C,-1,-1,-2,3,/,2,2,2,-7,0
CC(=O)NCCNc1nc2cc(-c3cnn(CCC(C)C)c3)sc2c(=O)n1C,-1,-11,0,-3,/,-17,-2,5,6,6

# Bioassay records: PubChem BioAssay, several laboratories
